# Vif-A3F inh: inhibitors of Vif-A3F interaction; HeLa A3F-eYFP + Vif (tagged APOBEC3F with the HIV-1 protein that degrades it), YFP fluorescence increase; Potency, µM (series often up to 46.1 µM), for inactives: at the highest dose activity, negative = active; hit rate 0.2% among 390,000; further: potency means the concentration at half of the fitted maximal effect; % of control where 0% means no effect; nearly all actives have a fitted effect of over 65% in size
#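 HeLa cells stably expressing Vif plus C-terminally eYFP-tagged A3F were seeded, incubated overnight at 37 deg C, dosed with compound, incubated overnight again at 37 deg C. Yellow fluorescence (Ex 488/Em 500-530) reported blocked Vif-mediated A3F-eYFP degradation.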
# RGS4 inhibitor: blocks human RGS4-accelerated GTP hydrolysis; P49798; Transcreener GDP fluorescence polarization, RGS4-accelerated GTP hydrolysis; Potency, µM (titrated, usually from 114 µM), for the others: at the top dose activity change, negative = inhibition, usual class: inhibitors; hit rate 0.039% among 390,000; AID 504845; further: potency means the concentration at half of the fitted maximal effect; on the % scale 0 is the no-effect control and ±100 the full control effect; nearly all actives have a fitted effect of over 75% in size; some results filed as inactive show a strong effect at the top dose
#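 MLSMR compounds (23 nl, pin-transferred) preincubated 10 min at room temperature with a 500nM (2x) first reagent, then RGS4 at 900nM (2x) plus Transcreener GDP mix added; fluorescence polarization (620/688 nm) read before and after 90 min at 30 °C.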
# Vif-A3G inh: blocks the Vif interaction with human APOBEC3G; Q9HC16; HeLa A3G-eYFP + Vif (tagged APOBEC3G with the HIV-1 protein that degrades it), YFP fluorescence, overnight; Potency, µM (doses to about 46.1 µM), for inactives: at the top dose activity, negative = active, usual class: inhibitors; hit rate 0.076% among 410,000; AID 602310;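 further: potency means the concentration at half of the fitted maximal effect; on the % scale 0 is the no-effect control and ±100 the full control effect; nearly all actives have a fitted effect of over 60% in size; hits raise eYFP signal because A3G escapes Vif-driven loss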
#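 HeLa cells stably expressing Vif and C-terminally eYFP-tagged A3G, seeded overnight at 37 deg C, then exposed to compound by pintool overnight at 37 deg C. Rise in yellow fluorescence (Ex 488/Em 500-530, Acumen) marks blocked Vif-driven A3G degradation.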
# TrxR1 substrate: substrates of rat thioredoxin reductase 1 | O89049 | purified TrxR1 substrate turnover, NADPH consumption readout | Potency, µM (titrated, usually from 114 µM), for inactives: at the top dose activity change, negative = substrate turnover | hit rate 0.01% among 390,000 | AID 588456; further: potency means the concentration at half of the fitted maximal effect; on the % scale 0 is the no-effect control and ±100 the full control effect; nearly all actives have a fitted effect of over 50% in size
# Target sequence (O89049 whole entry, looked up): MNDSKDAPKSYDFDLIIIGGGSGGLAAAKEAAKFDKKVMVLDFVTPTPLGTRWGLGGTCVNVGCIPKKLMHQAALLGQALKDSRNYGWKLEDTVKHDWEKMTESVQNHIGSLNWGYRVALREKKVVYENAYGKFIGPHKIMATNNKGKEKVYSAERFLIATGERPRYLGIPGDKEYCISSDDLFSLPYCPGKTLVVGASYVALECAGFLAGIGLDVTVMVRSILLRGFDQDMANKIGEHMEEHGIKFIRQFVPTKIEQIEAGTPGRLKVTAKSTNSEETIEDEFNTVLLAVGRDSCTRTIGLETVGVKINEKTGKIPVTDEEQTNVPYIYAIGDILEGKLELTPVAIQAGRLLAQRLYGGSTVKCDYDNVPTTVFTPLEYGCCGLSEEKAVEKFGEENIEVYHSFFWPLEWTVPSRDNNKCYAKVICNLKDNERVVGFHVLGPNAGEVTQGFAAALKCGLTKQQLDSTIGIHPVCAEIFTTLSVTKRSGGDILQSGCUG
#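 Rat TrxR1, dispensed at 90 nM, was prereduced with 400 uM NADPH (final) for 5 min at ~22 deg C, then incubated with compound 15 min before 400 uM selenite. A first-read NADPH fluorescence drop versus no-compound background flagged substrates.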
# USP1 inh: blocks the human USP1/UAF1 deubiquitinase complex; O94782; AID 743255; Potency, µM (titrated, usually from 57.1 µM), for the others: top-dose activity change, negative = inhibition, most hits filed as inhibitors; recombinant USP1/UAF1, Ub-Rhodamine cleavage fluorescence; hit rate 0.23% among 390,000; further: potency means the concentration at half of the fitted maximal effect; on the % scale 0 is the no-effect control and ±100 the full control effect; nearly all actives have a fitted effect of over 60% in size; inactives centre near -12
#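 High-throughput fluorogenic screen: 1nM USP1/UAF1 complex, Ub-Rho substrate 150nM final, 50mM HEPES pH 7.8 with 0.5mM EDTA, 0.1 mg/ml BSA, 1mM TCEP and 0.01% Tween-20.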
# mIDH1 inhibitor: blocks human mutant IDH1 R132H enzyme. O75874. IDH1-R132H enzyme, NADPH consumption, diaphorase/resazurin fluorescence. Potency, µM (titrated, usually from 76.6 µM), for inactives: top-dose activity change, negative = inhibition, most hits filed as inhibitors. hit rate 0.093% among 390,000. AID 602179; further: potency means the concentration at half of the fitted maximal effect; on the % scale 0 is the no-effect control and ±100 the full control effect; nearly all actives have a fitted effect of over 65% in size
# Target sequence (O75874 whole entry R132H, stated change not applied): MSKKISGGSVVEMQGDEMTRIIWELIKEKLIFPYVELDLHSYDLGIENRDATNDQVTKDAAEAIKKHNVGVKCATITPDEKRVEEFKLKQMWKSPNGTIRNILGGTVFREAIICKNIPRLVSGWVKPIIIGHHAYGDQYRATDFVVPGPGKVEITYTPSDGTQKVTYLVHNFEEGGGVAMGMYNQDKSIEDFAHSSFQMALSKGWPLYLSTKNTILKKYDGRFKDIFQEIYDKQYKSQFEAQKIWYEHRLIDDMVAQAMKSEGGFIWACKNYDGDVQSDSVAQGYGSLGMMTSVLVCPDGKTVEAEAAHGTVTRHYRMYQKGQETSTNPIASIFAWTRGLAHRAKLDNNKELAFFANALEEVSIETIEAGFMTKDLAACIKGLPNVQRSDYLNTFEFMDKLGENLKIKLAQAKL
#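 IDH1-R132H (0.5 ug/mL) preincubated 30 min with compound, then NADPH (0.016 mM) and alpha-KG (2 mM) added; 80 min at RT, pH 7.5. Remaining NADPH coupled via diaphorase/resazurin to fluorescence (540/590 nm); concentration-response curves normalized to no-enzyme control.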
# TrxR1 inh: blocks rat thioredoxin reductase 1; AID 588453; hit rate 1% among 390,000; Potency, µM (series often up to 114 µM), for the others: at the top dose activity change, negative = inhibition, usual class: inhibitors; recombinant rTrxR1, NADPH fluorescence consumption, selenite substrate; O89049; further: potency means the concentration at half of the fitted maximal effect; on the % scale 0 is the no-effect control and ±100 the full control effect; nearly all actives have a fitted effect of over 65% in size
#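 Rat TrxR1 (90 nM in the dispensed reagent) was pre-reduced with 400 uM NADPH for 5 min at room temperature, then incubated with compound for 15 min. After 400 uM selenite was added, NADPH fluorescence (Ex 340/Em 450 nm) was followed for 8 min.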
# LDHA block: inhibitors of human lactate dehydrogenase A | P00338 | purified LDHA, NADH/diaphorase-resazurin fluorescence; hits give low values | activity change, % (values are at about 110 or 230 µM) | hit rate 0.15% among 480,000 | AID 1347041; in the data active means activity change below about -30%; inconclusive means mostly about -25% to -30%;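 further: plate controls were DMSO wells for no effect and wells without enzyme for full effect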
#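 Enzyme activity of human lactate dehydrogenase 5 (2 nM; 0.06 mM NADH, 0.2 mM pyruvate, 5 min, RT) is measured via a resazurin/diaphorase fluorescence readout of residual NADH.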
# Glioma ERSR ind: induces the endoplasmic reticulum stress response in human glioma cells | U87-MG GRP78 promoter luciferase reporter, 16 h | Potency, µM, without a hit: at the highest dose activation, usual class: activators | AID 602332 | hit rate 0.02% among 420,000; further: potency means the concentration at half of the fitted maximal effect; series mostly up to about 76 µM; % of control where 0% means no effect; nearly all actives have a fitted effect of over 35% in size
#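 Stably transfected U87-MG glioma cells carrying a GRP78-based luciferase sensor; 16 h compound incubation. Luminescence end-point read 10 min after Bright-Glo addition at room temperature.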
# The depositor's hits bear a star; ? = inconclusive; / = not tested or not shown; [ ] = another dose, or the depositor's remark. Unless noted, the call rests on the fitted dose curve; in most records, active means well fitted curve in the direction sought with a large enough effect; inconclusive means small, poorly fitted or top-dose-only effect, or another doubt; inactive means no such curve, though single readings can be large; an effect the other way counts as inactive or inconclusive.
compound	Vif-A3F inh	RGS4 inhibitor	Vif-A3G inh	TrxR1 substrate	USP1 inh	mIDH1 inhibitor	TrxR1 inh	LDHA block	Glioma ERSR ind
Nc1ncnc(N2CCc3ccccc32)c1[N+](=O)[O-]	12%	-7%	6%	-9%	-19%	3%	-10%	-7	-5%
CCCC1=Nc2cc(C(=O)NCCc3ccc(OCC)cc3)ccc2Sc2ccccc21	2%	-7%	-5%	2%	-17%	-8%	13%	0	-2%
CCOC(=O)N1CCN(C(=O)CSc2ccc3nnc(-c4ccccn4)n3n2)CC1	-2%	5%	2%	-7%[57.1 µM]	-14%	5%	23%[57.1 µM]	-4	-4%
Cc1ccc(S(=O)(=O)Nn2cnnc2)cc1	-13%	2%	4%	2%	-24%	-6%	9%	-6	-2%
CCC(C)(C)NC(=O)C(OC(=O)c1ccco1)c1ccc(OC)cc1 (stereo not drawn)	4%	15%	3%	-4%	-8%	-1%	8%	-1	-3%
O=[N+]([O-])c1cc(C(F)(F)F)ccc1N1CCN(S(=O)(=O)c2ccc3c(c2)CCCC3)CC1	0%	5%	0%	-1%	-23%	6%	13%	1	-3%
COc1ccc(C(=O)Nc2ccccc2C(=O)NCc2cccnc2)cc1	0%	1%	-17%	-12%	-16%	4%	-10%	-4	1%
COc1c2occc2c(OC)c2c(=O)cc(C(F)(F)C(F)(F)F)oc12	-2%	13%	0%	7%	-5%	4%	13%	7	-3%
COc1cc(C(=O)N/C(=C\c2cn(C)c3ccccc23)C(=O)N2CCN(C)CC2)cc(OC)c1OC	-8%	-29%	-5%	-4%	-14%	11%	20%	-3	-4%
c1ccc(Cc2noc(CN3CCCC(CN4CCOCC4)C3)n2)cc1 (stereo not drawn)	-6%	5%	2%	-2%[57.1 µM]	-22%	4%	-9%[57.1 µM]	-3	-3%
CCc1ccccc1NC(=O)c1ccc2c(c1)N(Cc1cccc(Cl)c1)C(=O)c1ccccc1S2(=O)=O	6%	5%	1%	-2%	-28%	-3%	12%	-4	-1%
COc1ccc(C(=O)Nc2ccc3[nH]ccc3c2)cc1OC	1%	-20%	-13%	10%	-8%	-3%	18%[57.1 µM]	-2	4%
Nc1ccnc(C(F)(F)F)c1C(=O)c1ccccc1	-2%	15%	-1%	13%[57.1 µM]	10%	6%	25%[57.1 µM]	-7	-6%
Cc1ccc(NC(=O)CCCN2C(=O)COc3ccc(C)cc32)c(Cl)c1	/	-22%	/	2%	-20%	/	-5%	8	/
CCOC(=O)/C(=C/C=C1\Sc2cc(C)c(C)cc2N1CC)C(C)=O	-24%	-25%	1%	-11%	25µM*	-10%	-8%	-5	0%
COc1ccc(-c2ccnc3c2c(=O)n(C)c(=O)n3C)cc1OC	-12%	1%	-3%	-2%[11.4 µM]	-25%	-8%	-8%	-1	3%
CN(CC(=O)Nc1c(Cl)cccc1Cl)CC(=O)N(C)C1(C#N)CCCCC1	0%	-10%	-1%	5%	?	-10%	19%	-2	-3%
COCCNC(=O)C(c1cccnc1)N(Cc1ccc(C)cc1)C(=O)Cn1nnc2ccccc21 (stereo not drawn)	0%	-7%	14%	5%	-5%	-2%	12%	-3	-4%
CC1(C)CC(=O)C2=C(C1)N(c1ccc(F)cc1)C(=O)C2(NC(=O)c1ccccc1F)C(F)(F)F (stereo not drawn)	-10%	-1%	1%	-6%	-15%	4%	-12%	-4	-4%
COc1ccccc1CN(C)C(=O)COC(=O)c1ccc(Cl)nc1	-4%	-5%	-2%	1%	0%	-2%	19%	-1	-3%
COc1ccc(CN2C(=O)c3ccccc3C2C(=O)NCC2CCCO2)c(OC)c1 (stereo not drawn)	-7%	-6%	-6%	2%	-11%	9%	12%[57.1 µM]	-5	-5%
Cc1cccc(C(=O)N=c2sccn2C)c1[N+](=O)[O-]	1%	2%	-10%	-1%	-13%	-3%	4%	1	1%
Cc1ccc2c(=O)cc(C(=O)Nc3cccc(C(F)(F)F)c3)oc2c1C	2%	7%	-3%	6%	?	-2%	28%	-3	-3%
Cc1cc(NC(=O)c2ccc3c(c2)N(Cc2cccc(Cl)c2)C(=O)c2ccccc2S3(=O)=O)ccc1Br	7%	22%	1%	-3%	-11%	-1%	17%	-6	-1%
Fc1cccc(F)c1-n1c(CN2CCCCC2)csc1=S	-6%	0%	?	-12%	-4%	0%	8%	-2	-3%
CCOC(=O)C1NN=C(C(=O)c2ccccc2)C1c1ccc(OC)cc1 (stereo not drawn)	-9%	21%	2%	4%	-19%	0%	9%[57.1 µM]	0	-4%
Cc1ccc(S(=O)(=O)n2nc(-c3cccnc3)nc2N)cc1	-12%	13%	0%	7%	-19%	-2%	12%	-5	-4%
O=C(CSc1nnc(-c2cccs2)o1)Oc1ccc(Cl)cc1	7%	9%	1%	-4%	?	-5%	8%	-9	-3%
COc1cc(C(=O)NCC(=O)NCC(c2ccco2)N2CCCCC2)cc(OC)c1OC (stereo not drawn)	-1%	26%	-1%	0%	-8%	-3%	1%	-2	-4%
COCCCNC(=S)NNC(=O)c1ccccc1Br	-17%	6%	2%	-9%[57.1 µM]	-20%	7%	29%[57.1 µM]	-1	-1%

# Part of the list above in order of molecular weight, largest number first.
compound	Vif-A3F inh	RGS4 inhibitor	Vif-A3G inh	TrxR1 substrate	USP1 inh	mIDH1 inhibitor	TrxR1 inh	LDHA block	Glioma ERSR ind
CCOC(=O)N1CCN(C(=O)CSc2ccc3nnc(-c4ccccn4)n3n2)CC1	-2%	5%	2%	-7%[57.1 µM]	-14%	5%	23%[57.1 µM]	-4	-4%
CN(CC(=O)Nc1c(Cl)cccc1Cl)CC(=O)N(C)C1(C#N)CCCCC1	0%	-10%	-1%	5%	?	-10%	19%	-2	-3%
O=C(CSc1nnc(-c2cccs2)o1)Oc1ccc(Cl)cc1	7%	9%	1%	-4%	?	-5%	8%	-9	-3%

# (list continues)
# Under each structure: Vif-A3F inh | RGS4 inhibitor | Vif-A3G inh | TrxR1 substrate | USP1 inh | mIDH1 inhibitor | TrxR1 inh | LDHA block | Glioma ERSR ind
CC(Oc1ccccc1)C(=O)NNC(=O)c1cccs1 (stereo not drawn)
 : 3% | 0% | 7% | 4% | -17% | 0% | 11% | -2 | -4%
CNC(=S)Nc1ccc2nc(C)c(C)nc2c1
 : 8% | 5% | -1% | -14% | -7% | -2% | ? | 4 | -4%
N#Cc1ccc(NC(=O)c2sc3cc(C(F)(F)F)cnc3c2-c2cccs2)cc1
 : 0% | 28% | 1% | 38% | -17% | 2% | 45%[activator][57.1 µM] | -11 | 4%
O=C(OCc1ccccc1F)c1ccc2c(c1)-c1ccccc1C2=O
 : -5% | 43% | 1% | -6% | -13% | -10% | 6% | -11 | 4%
CCOc1cc(N2CCOCC2)c(OCC)cc1NC(=O)c1cc(S(=O)(=O)N2CCOCC2)ccc1F
 : 4% | -23% | -1% | -11% | -9% | 7% | -16% | 8 | -4%
O=C(COC(=O)c1ccc(F)cc1Cl)Nc1cccc(S(=O)(=O)N2CCOCC2)c1
 : -5% | 31% | 1% | -9% | -11% | 23% | 15% | -5 | -2%
CCN1C(=O)C2(C(C(=O)c3ccc(C)o3)=C(O)C(=O)N2CCCN2CCOCC2)c2ccccc21 (stereo not drawn)
 : -10% | -4% | 1% | 7% | -22% | 0% | ? | 4 | -3%
CC1(OC(=O)c2ccc(Cl)nc2)C(=O)C=C2C=C3CCCN3C=C2C1=O (stereo not drawn)
 : -1% | -44% | 1% | -6% | ? | 4% | ? | 1 | -6%
CCCNS(=O)(=O)c1ccc(CCC(=O)N2CCCCC2)cc1
 : -2% | -89%[56.9 µM] | 0% | -9% | -22% | 7% | -7% | 2 | -9%
COC(=O)C1=C(Nc2ccc(C)cc2)C=C(C)C(C(=O)OC)C1c1cccc(OC)c1 (stereo not drawn)
 : 0% | 0% | ? | 0% | -25% | 1% | 18% | 0 | -7%
CN(C(=O)c1cccc(NC(=O)Cc2ccc(NC(=O)C3CCCN(S(=O)(=O)c4cccc([N+](=O)[O-])c4)C3)cc2)c1)C1CCCCC1 (stereo not drawn)
 : -1% | -18% | 4% | 4% | ? | 0% | 28% | -17 | -2%
COc1ccc(C2CC(=O)C=C3c4ccc(OC)cc4CCC32)cc1 (stereo not drawn)
 : -12% | / | 3% | / | -22% | 17% | / | -1 | 0%

# Profiles, looked up by structure:
# `CC1(OC(=O)c2ccc(Cl)nc2)C(=O)C=C2C=C3CCCN3C=C2C1=O` (stereo not drawn) in the list: Vif-A3F inh = -1%; RGS4 inhibitor = -44%; Vif-A3G inh = 1%; TrxR1 substrate = -6%; USP1 inh = ?; mIDH1 inhibitor = 4%; TrxR1 inh = ?; LDHA block = 1; Glioma ERSR ind = -6%
# `CCOc1cc(N2CCOCC2)c(OCC)cc1NC(=O)c1cc(S(=O)(=O)N2CCOCC2)ccc1F` in the list: Vif-A3F inh = 4%; RGS4 inhibitor = -23%; Vif-A3G inh = -1%; TrxR1 substrate = -11%; USP1 inh = -9%; mIDH1 inhibitor = 7%; TrxR1 inh = -16%; LDHA block = 8; Glioma ERSR ind = -4%

# Some of the compounds tested. The share of hits here may be higher or lower than overall.
